Assay outcomes: PubChem BioAssay, Johns Hopkins Ion Channel Center
CHT block: inhibitors of human choline transporter CHT; High affinity choline transporter 1 (Homo sapiens), Q9GZV3; CHT-expressing cells, membrane potential dye, choline response; hits give low values; B-score at 10 µM; 0.86% of 310,000 active; AID 488975, 2010;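 active = B-score over 3 SD under the library average, and starting fluorescence ratio not unusually high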;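 note: choline stimulus applied at its EC90 after an EC20 pre-addition; B-score computed on integrated fluorescence ratio after choline addition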
Target sequence (Q9GZV3 whole entry, looked up): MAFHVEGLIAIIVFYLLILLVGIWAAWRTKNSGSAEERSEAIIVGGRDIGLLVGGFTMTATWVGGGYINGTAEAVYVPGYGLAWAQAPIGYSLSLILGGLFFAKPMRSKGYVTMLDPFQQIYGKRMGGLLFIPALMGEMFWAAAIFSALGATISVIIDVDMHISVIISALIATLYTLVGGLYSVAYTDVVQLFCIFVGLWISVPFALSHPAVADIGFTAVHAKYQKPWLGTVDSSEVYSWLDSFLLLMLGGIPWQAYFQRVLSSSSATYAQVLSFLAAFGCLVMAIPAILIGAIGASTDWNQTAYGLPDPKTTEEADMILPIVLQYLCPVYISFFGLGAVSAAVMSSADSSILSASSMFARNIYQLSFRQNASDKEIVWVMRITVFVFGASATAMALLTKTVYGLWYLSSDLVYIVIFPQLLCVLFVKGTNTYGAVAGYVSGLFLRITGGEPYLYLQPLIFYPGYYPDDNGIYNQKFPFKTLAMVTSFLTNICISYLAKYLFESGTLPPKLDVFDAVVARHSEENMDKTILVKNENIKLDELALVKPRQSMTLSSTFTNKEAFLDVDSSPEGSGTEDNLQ
CHT PAM: CHT positive allosteric modulators, primary screen, cell-based, membrane potential dye, choline EC20 | High affinity choline transporter 1 (Homo sapiens), Q9GZV3 | CHT-expressing cells; hits give high values; LV-AA mutant CHT in HEK293 cells | B-score at 10 µM | 0.49% of 310,000 active | AID 488977, 2010;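 active = initial fluorescence not abnormally high and integrated response B-score, plate-corrected, over 3 SD above library mean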
* hit, by the source's call; i = inactive. This is a random part of the collection; overall some 1.5% were active at least once.

SMILES | CHT block | CHT PAM
Cc1ccc(CN(C(=O)c2c(F)cccc2F)C2CC(C)(C)NC(C)(C)C2)o1 | i | i
Cc1cc(C)n(C(=O)CCCCCC(=O)n2nc(C)cc2C)n1 | i | i
Cc1c(C(=O)NN2CCN(C)CC2)cccc1[N+](=O)[O-] | i | i
Cc1ccc(/C=N\Nc2cn[nH]c(=O)c2Cl)cc1 | i | i
Cc1cc(=O)[nH]c2c3ccccc3nn12 | i | i
Cc1ccc(OCCNC(=O)c2ccc(C)cc2)cc1 | i | i
O=C(NC(=S)NCc1ccccc1)c1ccc(Br)cc1 | i | i
Cc1ccc(S(=O)(=O)N(C)C)cc1NC(=O)c1cccnc1Oc1ccccc1 | i | i
Cc1nc(C)c2c(c1C(F)(F)F)-c1ccccc1C2(F)F | i | i
CCCN(C(=O)CSCC(=O)Nc1cccc(C)c1)c1c(N)n(Cc2ccccc2)c(=O)[nH]c1=O | i | i
Cc1ccc(/C=C/S(=O)(=O)N2CCC(C(=O)O)CC2)cc1 | i | i
CC(C)n1c(O)c(N=Nc2ccc(Cl)nn2)c2ccccc21 | i | i
O=C(NCC1CCCO1)C1CCCN1C(=O)Nc1ccccc1[N+](=O)[O-] (stereo not given) | i | i
CSc1cccc(N=C2C(=O)Nc3ccccc32)c1 | i | i
COc1ccc(/C=C2\SC(=O)N(CCC(=O)N3CCCCC3CCO)C2=O)cc1 (stereo not given) | i | i
Cc1cc(OCC(=O)Nc2ccccc2N2CCCCC2)ccc1C(C)C | i | i
COc1cccc(CNC(=O)c2nnn(CC(=O)Nc3ccc4c(c3)OCO4)c2N)c1 | i | i
Cc1cc([N+](=O)[O-])ccc1NC(=O)C(C)NC1CCCCC1 (stereo not given) | i | i
COc1ccc(-c2cc(-c3ccccc3)nc(SC(C)C(=O)O)c2C#N)cc1 (stereo not given) | i | i
CN1CCN(CC(=O)N2c3ccccc3C(=O)Nc3cccnc32)CC1 | i | i

Compounds listed so far that contain an aryl thioether with sulfur outside any ring:
SMILES | CHT block | CHT PAM
CSc1cccc(N=C2C(=O)Nc3ccccc32)c1 | i | i
COc1ccc(-c2cc(-c3ccccc3)nc(SC(C)C(=O)O)c2C#N)cc1 (stereo not given) | i | i

The list continues.
SMILES | CHT block | CHT PAM
Cc1ccc(C(=O)Nc2cccc(O)c2)cc1S(=O)(=O)N1CCCCCC1 | i | i
Cc1cccc(C)c1NC(=O)C1=C(O)c2sccc2N(C)S1(=O)=O | i | i
CC(=O)Nc1cccc(-n2c(=O)n(Cc3ccccc3)c(=O)c3[nH]cnc32)c1 | i | i
CCCC1C(C#N)=C(N)Oc2n[nH]c(C(C)(C)C)c21 (stereo not given) | i | i
COc1ccc(CN2CCC(N(CCc3ccccc3)Cc3ccccc3)CC2)c(OC)c1 | i | i
COc1ccc(-c2nnc(SCC(=O)N3CCc4ccccc4C3)o2)cc1 | i | i
COC(=O)c1ccc(C(=O)OC)c(NC(=S)N2CCCC(C)C2)c1 (stereo not given) | i | i
Cc1cccc(C(=O)NC2CCN(CC(=O)NCc3ccccc3F)CC2)c1 | i | i
CCCCCC(=O)NNC1=NCC(Cc2ccccc2)S1 (stereo not given) | i | i
COc1ccc2[nH]c3c(c2c1)CCC/C3=N\N | i | i
O=C(O)/C=C/c1ccc(S(=O)(=O)Nc2ccccc2C(=O)Nc2ccc(F)cc2)cc1 | i | i
CCOC(=O)c1sc(NC(=O)CCN2C(=O)c3ccccc3C2=O)c(C(=O)OCC)c1C | i | i
CC(=O)N1CCN(c2ccccc2NC(=O)COc2cc(C)ccc2C(C)C)CC1 | i | 10*
c1ccc(-c2nc(Sc3ncnc4c3cnn4-c3ccccc3)n[nH]2)cc1 | i | i
COc1cccc(N2CC(C(=O)Nc3c(C)cccc3C)CC2=O)c1 (stereo not given) | i | i
CN(CC(=O)Nc1ccccc1Cl)C(=O)CSc1nncs1 | i | i
CC(Oc1ccc2cc(-c3ccccc3)c(=O)oc2c1)C(=O)NCC1CCC(C(=O)O)CC1 (stereo not given) | i | i
CCc1ccc(NC(=O)c2cnc(SC)nc2C)cc1 | i | i
O=S(=O)(c1cccc2nsnc12)N1CCNCC1 | i | i
CC(C)n1cc(C(=O)c2ccccc2O)cc(C#N)c1=O | i | i

Compounds above that contain an NH in an aromatic ring:
SMILES | CHT block | CHT PAM
Cc1ccc(/C=N\Nc2cn[nH]c(=O)c2Cl)cc1 | i | i
Cc1cc(=O)[nH]c2c3ccccc3nn12 | i | i
CCCN(C(=O)CSCC(=O)Nc1cccc(C)c1)c1c(N)n(Cc2ccccc2)c(=O)[nH]c1=O | i | i
CC(=O)Nc1cccc(-n2c(=O)n(Cc3ccccc3)c(=O)c3[nH]cnc32)c1 | i | i
CCCC1C(C#N)=C(N)Oc2n[nH]c(C(C)(C)C)c21 (stereo not given) | i | i
COc1ccc2[nH]c3c(c2c1)CCC/C3=N\N | i | i
c1ccc(-c2nc(Sc3ncnc4c3cnn4-c3ccccc3)n[nH]2)cc1 | i | i

The list continues.
SMILES | CHT block | CHT PAM
COc1ccc(NC(=O)CN(C)C(=O)c2cccnc2Sc2ccc(C)c(C)c2)cc1 | i | i
COc1ccc(-c2ccnc3[nH]n(-c4ccccc4)c(=O)c23)cc1 | i | i
COC(=O)c1ccc(C(=O)Nc2ccc3nc(-c4ccncc4)[nH]c3c2)cc1 | i | i
COc1cc(N)cc(NC(=O)c2ccncc2)c1 | i | i
COc1cccc(N/C(SCc2cccc([N+](=O)[O-])c2)=C(/C#N)C(=O)NCc2cccs2)c1 | i | i
CN(C)CCN(C(=O)C1CCN(S(=O)(=O)c2cccs2)CC1)c1nc2c(F)cccc2s1 | i | i
O=C(O)C1CCC(=O)N1C1c2ccccc2Oc2ccccc21 (stereo not given) | i | i
CN(c1ccccc1C(=O)Nc1ccc2c(c1)OCCO2)S(C)(=O)=O | i | i
CCC(C)C(NC(=O)OC(C)(C)C)C(=O)NC(C)C(N)=O (stereo not given) | i | i
CCOC(=O)Cc1c(C)nc2cc(-c3ccc(C(C)(C)C)cc3)[nH]n2c1=O | i | i
C/C(=N\NC(=S)NC1CCCCC1)c1ccc(Cl)c(Cl)c1 | i | i
Nn1cc(-c2ccccc2)nc1SCC(=O)N1CCN(S(=O)(=O)c2ccccc2)CC1 | i | i
CCc1cccc(NC(=O)CCCN2C(=O)C(c3ccccc3)Oc3cccnc32)c1 (stereo not given) | i | i
COc1ccc(C(=O)NNC(=S)NC(=O)C(C)(C)C)cc1 | i | i
N#Cc1nc(Cc2ccccc2)oc1NCCCn1ccnc1 | i | i
COc1cc2c(cc1OC)C(C1(O)CCCCC1)NCC2 (stereo not given) | i | i
COc1ccc(Br)cc1CNC(=O)C1CCCN(S(=O)(=O)N2CC(C)CC(C)C2)C1 (stereo not given) | i | i
Cc1cc(=O)oc(C)c1C(=O)NCCC(C)C | i | i
O=C(O)C(O)c1ccccc1 (stereo not given) | i | i
Cc1ccc(C)c(OCC(=O)Nc2ccc3c(c2)OCO3)c1 | i | i
O=C(O/N=C1\CCCc2ccccc21)c1cccc(Cl)c1 | i | i
COc1ccc(/C=C/c2nc3ccccc3n2C)cc1 | i | i
O=C(Nc1ccc(Cl)c(Cl)c1)Nc1ccc(N2CCCC2)c(S(=O)(=O)Nc2ccccc2Cl)c1 | i | i
Cc1ccc2c(=O)cc(C(=O)NCCc3ccc(S(N)(=O)=O)cc3)oc2c1C | i | i
CC(=O)Nc1cccc(N2C(=O)CC(Cc3ccccc3)C2=O)c1 (stereo not given) | i | i
COc1ccc(NC(=O)C2C3C=CC(C3)C2C(=O)NCc2ccccn2)c(OC)c1 (stereo not given) | i | i
CC(C)(C)[C@H]1C=C(C(=O)NC2CC2)O[C@@H](OCc2ccc(CO)cc2)C1 | i | i
CC(C)(C)NC(=O)CSc1nnc(NC(=O)CCn2cnc3ccccc3c2=O)s1 | i | i
COCCN(Cc1ccccc1)C(=S)Nc1ccc(Cl)cc1 | i | i
CS(=O)(=O)N1c2ccccc2[C@]2([C@@]34C[C@H]5C(=O)N[C@@H](Cc6ccccc6)C(=O)N5[C@@H]3N(S(C)(=O)=O)c3ccccc34)C[C@H]3C(=O)N[C@@H](Cc4ccccc4)C(=O)N3[C@H]12 | i | i
CCOc1ccc(OCC)c(S(=O)(=O)NCc2ccc3c(c2)OCO3)c1 | i | i
CN1N=C(C(=O)Nc2ccc3c(c2)CCC3)CCC1=O | i | i
CC(C)n1nnnc1SCC(=O)Nc1ccccc1F | i | i
C/C(=N/O)c1ccc(N2C(=O)C3C4C=CC(C3C2=O)C2C3C(=O)N(c5ccc(/C(C)=N/O)cc5)C(=O)C3C42)cc1 (stereo not given) | i | i
CC(=O)Nc1ccc2c(c1)N(C(C)=O)c1ccccc1CC2 | i | i
CCN(CC)C(=O)c1ccc(COc2ccccc2Cl)o1 | i | i
COc1cc(C(=O)N(C)CCOc2ccccc2)ccc1OCC(=O)Nc1cccc(C(F)(F)F)c1 | i | i
Cc1ccc(C)c(N(C(=O)c2csnn2)C(C(=O)NC2CCCC2)c2cccnc2)c1 (stereo not given) | i | i
Cc1cc(C)n2ncc(C(=O)Nc3ccc4c(c3)OCO4)c2n1 | i | i
Cc1ccnc(NS(=O)(=O)c2ccc(NC(=O)Cc3ccc(Cl)cc3)cc2)n1 | i | i
O=C(Nc1nnc(-c2cc(Cl)ccc2Cl)o1)c1ccco1 | i | i
Cc1ccc(NC(=O)N2CCCc3ccccc32)cc1C | i | i
Cc1cccc(NC(=O)CNC(=O)c2cccc(-n3cccc3)c2)c1C | i | i
Nn1c(SCc2cn3ccccc3n2)nnc1-c1ccncc1 | i | i
Cc1ccc2c(C)c(C(=O)N(Cc3cccs3)C3CCS(=O)(=O)C3)oc2c1 (stereo not given) | i | i
CC(=O)Nc1cccc(NC(=O)CSc2nc3c(=O)n(C)c(=O)n(C)c3n2C)c1 | i | i
COc1ccc(CNC(=O)CN(C(=O)c2csnn2)c2cccc3ccccc23)cc1 | i | i
CCCOc1ccc(C2c3c(oc4cc(C)c(C)cc4c3=O)C(=O)N2CCCN(C)C)cc1 (stereo not given) | i | i
CCCCN(CCCC)CCCNC(=O)C1CC(c2cc(C(F)(F)F)cc(C(F)(F)F)c2)=NO1 (stereo not given) | i | i
COc1cc(/C=C2\CCn3c2nc2cc(C(=O)O)ccc2c3=O)ccc1OC(F)F | i | i
c1cncc(-c2cccnc2)c1 | i | i
CCn1ncc(Br)c1C(=O)N(C)C12CC3CC(CC(C3)C1)C2 | i | i
Cc1cc(O)c(C(C)C)cc1NS(=O)(=O)c1ccccc1 | i | i
O=C(O)/C=C\c1cn(-c2ccccc2)nc1-c1cc2ccccc2o1 | i | i
COc1ccc(COC(=O)CCS(=O)(=O)c2ccc(C)cc2)cc1F | i | i
O=C(O)CN1C(=O)C2C3CC(C2C1=O)C1C(c2ccc(F)cc2)c2sc(=O)[nH]c2SC31 (stereo not given) | i | i
O=C(NCc1cccnc1)NC(C(F)(F)F)C(F)(F)F | i | i
CCCn1nnc(NC(=O)c2cc3ccccc3o2)n1 | i | i
CC(O)c1nc2ccccc2n1C(C)c1ccccc1 (stereo not given) | i | i
Nc1ncnc2c1ncn2CCN1CCOCC1 | i | i

Single records, as listed above. Screens in order: CHT block	CHT PAM
Profile of O=C(Nc1nnc(-c2cc(Cl)ccc2Cl)o1)c1ccco1 = i	i
Profile of Nc1ncnc2c1ncn2CCN1CCOCC1 = i	i
Profile of COc1cc(/C=C2\CCn3c2nc2cc(C(=O)O)ccc2c3=O)ccc1OC(F)F = i	i

(continued)
SMILES | CHT block | CHT PAM
CC(C)NC(=O)NNc1c(Cl)cncc1Cl | i | i
Cc1cc(C)c2c(N)c(C(=O)Nc3nccs3)sc2n1 | i | i
CCCCC(=O)NC(=S)Nc1ccccc1C(=O)Nc1ccccc1 | i | i
COc1ccccc1CNC(=O)CSc1ccc(-c2ccccn2)nn1 | i | i
COc1ccc(OC)c(S(=O)(=O)N2CCCC(C(=O)N3CCCC3)C2)c1 (stereo not given) | i | i
O=C1C(Cl)=C(N2CCCCCC2)C(=O)N1c1ccccc1Cl | i | i
O=C(/C=C/c1ccccc1)NC1CC2CCCC(C1)N2Cc1ccccc1 (stereo not given) | i | i
CCOC(=O)N1CCN(C(=O)c2cccc(NS(=O)(=O)c3ccc(F)c(F)c3)c2)CC1 | i | i
Cc1ccc(S(=O)(=O)N(CCC(=O)O)Cc2ccc(Cl)cc2)cc1 | i | i
COc1ccc(-c2cc(C(=O)NCCN3CCOCC3)c3ccccc3n2)cc1 | i | i
O=C(COC(=O)C1CC(=O)N(Cc2ccco2)C1)c1ccc(OC(=O)c2ccccc2)cc1 (stereo not given) | i | i
CCOc1ccc(N(CC(=O)OC)S(=O)(=O)c2ccc3c(c2)n(C)c(=O)c(=O)n3C)cc1 | i | i
Cc1ccc(CN(C)CCc2ccccn2)cc1 | i | i
O=C1CN(C(=S)Nc2ccc(OC(F)F)cc2)CCN1 | i | i
COc1ccc(C(=O)CNc2ccccc2Br)cc1 | i | i
O=C(O)c1ccc(Cn2cc(/C=C\[N+](=O)[O-])c3ccccc32)o1 | i | i
O=C(CSc1ccccn1)Nc1cccc(NC(=O)CSc2ccccn2)n1 | i | i
CC1(C)OC2C(O1)[C@@H](CO)O[C@H]2n1cnc2c(N)ncnc21 (stereo not given in full) | i | i
O=C(CCc1ccc(S(=O)(=O)NCc2ccccc2)cc1)NCc1ccc2c(c1)OCO2 | i | i
O=C1S/C(=C\c2ccccn2)C(=O)N1Cc1ccccc1F | i | i
CCn1cc([N+](=O)[O-])c(C(=O)Nc2ccn(C34CC5CC(CC(C5)C3)C4)n2)n1 | i | i
S=c1[nH]nc(-c2cccnc2)n1/N=C/C=C/c1ccco1 | i | i
N#Cc1ccc(-c2ccccc2)nc1SCC(=O)c1cccc(Cl)c1 | i | i
CCCn1nc(C(=O)NCCN2CCOCC2)c2ccccc2c1=O | i | i
C=CCn1c(=O)c2ccccc2n2c(SCc3c(C(=O)OCC)oc4ccccc34)nnc12 | i | i
